# FN deposit inh: fibronectin deposition inhibition; AID 743247; AH1F fibroblasts, Alexa488-fibronectin deposition fluorescence, overnight; 0.086% of 350,000 active; inhibition, % at 12.6 µM;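 active = mean inhibition across replicates of 30% or more, regardless of how many single replicates reach that level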;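 also: positive control wells lacked labelled fibronectin entirely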
#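 material = AH1F fibroblast monolayer depositing Alexa488-labelled fibronectin into matrix | amount = 10000 AH1F cells/well | buffer or medium = DMEM plus 2% serum, read in PBS | incubation = 1 h cell adhesion before compound, then overnight fibronectin incubation | detection = fluorescence at 485 nm excitation, 525 nm emission | evaluation = percent inhibition as loss of matrix-bound fibronectin fluorescence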
# C2C12 statin: protects C2C12 myotubes from simvastatin toxicity | ATP luminescence, 48 h; scaled: DMSO 0, geranylgeraniol control 100 | rescue of ATP level, % at 7.49 µM | 0.78% of 330,000 active | AID 602340;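 active = mean ATP rescue above about 67%, or every replicate alone reaching that limit, limit read from the data, passing the limit was not always enough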;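 also: myotubes were challenged with 10 µM simvastatin during compound exposure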
# GSIS activator: primary screen for activators of insulin secretion dependent on glucose, INS-1E cells, GLuc reporter luminescence; AID 743287; activation, % at 16.6 µM; INS-1E GLuc reporter insulin secretion, 2-3 h; 0.61% of 370,000 active;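 active = lowest replicate activation of at least 40%, so every replicate reaches that level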;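 also: 0% = median of neutral control wells and 100% = median of IBMX positive control wells; some compounds called inactive have numbers as strong as hits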
# miR-122 sensor: blocks miR-122 activity in Huh7 sensor cells | Huh7 miR-122 Renilla luciferase sensor, 48 h; neutral wells = 0, positive control = 100 | activation (reporter increase), % at 12.5 µM | 0.3% of 340,000 active | AID 602342;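 active = mean replicate activation score at least 90 and every replicate individually at or above 90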;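 also: higher luciferase means less miR-122 activity so hits act as miR-122 inhibitors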
# Cneo AK release: Cryptococcus neoformans lysis via adenylate kinase release. C. neoformans lysis, adenylate kinase release luminescence, 4 h; normalised: neutral wells 0, clomiphene wells 100. lysis activity, % at 15 µM. 0.2% of 360,000 active;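 active = mean lysis activity across replicates of at least 80%, whatever share of replicates individually reach that level; inactive = mean lysis activity below 80%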
#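 Material – Cryptococcus neoformans yeast cells · Quantity – 5 × 10^6 yeast cells/mL · Buffer or medium – YPD medium · Compound – single dose · Timing – 4 h static compound exposure, 37 °C, read 1 h post-reagent · Signal – adenylate kinase release luminescence · Read-out basis – lysis from increased AK signal · Benchmarks – Clomiphene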
# PGC1a acetyl inh: modulators of PGC1a acetylation. U2OS PGC1a acetylation, AlphaScreen anti-acetyl-lysine; with virally co-expressed GCN5 acetyltransferase. inhibition, % at 15.6 µM. 0.17% of 350,000 active. AID 651687;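 active = every replicate shows inhibition of at least 40%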;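 also: 0% = neutral control wells and 100% = positive control wells; some results beyond the cut were filed as inactive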
# CFTR F508del cor: CFTR F508del correction in bronchial cells; CFBE cells, YFP halide quenching; stimulated with forskolin plus potentiator P3; % fluorescence drop versus neutral controls; activity (quench increase), % at 7.58 µM; 0.36% of 350,000 active;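 active = mean added fluorescence quench of at least 8% versus neutral control, with both replicates also reaching 8%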;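 also: cells transiently co-express mutant CFTR-F508del with the halide-sensitive YFP; corrector assay measuring rescue of mutant channel to the surface after 24 h compound exposure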
# PglD inh: inhibitors of Campylobacter jejuni PglD acetyltransferase; 0.098% of 360,000 active; inhibition, % at 12.5 µM; purified PglD enzyme, DTNB colorimetric CoA detection; AID 602405; in the data active = inhibition above about 16%, passing the limit was not always enough; also: strong numbers were not always called active
# The depositor's hits bear a star; / = no result given; [ ] = another dose, or the depositor's remark.
SMILES,FN deposit inh,C2C12 statin,GSIS activator,miR-122 sensor,Cneo AK release,PGC1a acetyl inh,CFTR F508del cor,PglD inh
Cc1noc(C)c1NC(=O)N[C@@H]1CC[C@@H](CC(=O)Nc2ccc(-c3ccccc3)cc2)O[C@H]1CO,-13,8,-9,2[16.7 µM],-3,-5,-0.8,2
CC(=O)c1cccc(NC(=O)N2C3CCC2CC(NC(=O)Nc2ccccc2)C3)c1 (stereo not drawn),4,6,-19,1,/,4,/,/
CCOc1ccccc1C(=O)NC1CC2CCCC(C1)N2C1CC1 (stereo not drawn),-4,8,/,-9,-2,-7,/,-3
C[C@H](CO)N1C[C@H](C)[C@H](CN(C)S(C)(=O)=O)Oc2ccc(NC(=O)CCN3CCOCC3)cc2CC1=O,/,-20,11,3[16.7 µM],2,-6,0.6,-4
O=C1CC(C(=O)Nc2ncccn2)C(c2ccccc2)O1 (stereo not drawn),/,-26,/,-3,0,3,/,-3
CN(C(=O)C1CCCCC1)C1(C)CCS(=O)(=O)C1 (stereo not drawn),-2,6,5,0,/,/,-1.6,/
O=C1C(F)=CC(COC(c2ccccc2)(c2ccccc2)c2ccccc2)OC1n1cc(F)c(=O)[nH]c1=O (stereo not drawn),7,/,/,9,/,-12,-9.6,/
O=C([C@@H]1[C@@H](CO)[C@@H]2Cn3c(ccc(/C=C/c4ccccc4)c3=O)[C@@H]2N1CC1CC1)N1CCCCC1,-2,49,-19,7[16.7 µM],2,/,2.9,4
C[C@H](CO)N1C[C@H](C)[C@@H](CN(C)C(=O)Nc2ccc(C(F)(F)F)cc2)Oc2ccc(NC(=O)CCCCCC(=O)Nc3ccccc3N)cc2CC1=O,/,29,-11,-2[16.7 µM],1,4,-2.5,2
CC(C)(C)c1csc(N(CCC#N)CCC#N)n1,3,14,11,-2,5,0,/,0
O=C(C[C@@H]1C[C@H]2c3cc(NC(=O)Nc4ccc(C(F)(F)F)cc4)ccc3O[C@H]2[C@H](CO)O1)NC1CCCCC1,/,16,-5,3[16.7 µM],-1,0,-3.1,2
COc1ccc(OC)c(N(CC(=O)Nc2cccc(C(F)(F)F)c2)S(C)(=O)=O)c1,18,1,-2,0,2,-7,-0.7,0
CC(=O)Nc1ccc(S(=O)(=O)Nc2cccc3[nH]ncc23)cc1,-9,/,2,/,/,4,-1.3,/
CC(NC(=O)C(=O)NN=C1CCCCCC1)c1ccccc1 (stereo not drawn),/,/,7,-9,0,5,/,0
COc1ccc(N2CC(C(=O)Nc3nnc(SCc4cccnc4)s3)CC2=O)cc1 (stereo not drawn),0,-1,5,5,1,-2,2.5,0
COc1cccc(C(=O)Nc2ccc3c(c2)C(=O)N(C)C[C@@H](OC)[C@@H](C)CN(C)[C@H](C)CO3)c1,5,7,1,1[16.7 µM],-3,-4,2.3,2
O=C(/C=C/c1ccccc1Cl)Nc1cccnc1,4,-10,12,-1,-15,27,-1.0,-6
CCOc1ccc(-n2cnnn2)cc1S(=O)(=O)NCc1ccccc1,/,5,/,23,0,1,/,1
COc1ccc(CNC(=O)CC2C[C@H](C(=O)N(C(C)C)C(C)C)[C@@]3(C)c4[nH]c5ccccc5c4CCN3C2=O)cc1OC (stereo partly drawn),1,0,-6,-2,1,0,3.7,-2
O=C(O)C1C2C=CC(C2)C1C(=O)NCCc1ccccc1 (stereo not drawn),-2,-1,/,-13,-1,-6,/,-3
CC(=O)c1ccc(OC(=O)c2ccc(-n3nc(C)cc3C)cc2)cc1,-8,-9,16,0,/,0,0.8,/
O=C1Nc2c(Cl)cccc2C1=O,4,10,/,-1,-1,-4,-1.9,6
COCCn1c(SCC(N)=O)nc2c(c1=O)SC(C)C2 (stereo not drawn),3,8,9,-5,-1,6,-3.0,-1
CC(=O)Nc1ccc2c(c1)nc(CCN1CCN(C)CC1)n2C,12,-12,/,0,-1,-14,/,-7
O=C(c1cccs1)N1CCC(c2nc3ccccc3s2)CC1,/,/,-10,2,30,-22,-0.3,4
O=C(NNS(=O)(=O)c1ccc([N+](=O)[O-])cc1)c1ccccc1,-1,1,3,/,-2,2,3.8,3
Clc1ccc(C[n+]2cc(-c3ccccc3)n3c2CCC3)cc1,6,/,13,6,2,-17,0.8,3
C[C@@H]1CCCCO[C@H](CN(C)S(=O)(=O)c2ccccc2)[C@@H](C)CN([C@H](C)CO)C(=O)c2cc(NS(=O)(=O)c3cn(C)cn3)ccc2O1,8,/,5,3[16.7 µM],54,3,-2.3,2
C[C@@H]1CN([C@@H](C)CO)C(=O)c2cc(NC(=O)Nc3cccc4ccccc34)ccc2O[C@H]1CN(C)Cc1ccc(Cl)c(Cl)c1,-4,/,-1,-6[16.7 µM],1,3,3.7,0
C[C@H]1CN([C@@H](C)CO)S(=O)(=O)c2ccc(C#CCN(C)C)cc2O[C@@H]1CN(C)C(=O)C1CC1,-2,3,10,14[16.7 µM],/,-5,-0.6,/
Cc1nn(C)cc1NC(=O)C[C@@H]1CC[C@H]2[C@@H](COc3ccc(NC(=O)C(C)C)cc3C(=O)N2C)O1,3,16,12,17[16.7 µM],-1,0,2.1,-1
CCC(C)n1c(SCC(=O)NC2CCS(=O)(=O)C2)nc2ccccc2c1=O (stereo not drawn),-10,-1,2,22,-4,/,-1.8,-8
Cc1cccc(C)c1NC(=O)Cn1cnc2c(=O)n(C)c(=O)n(C)c21,5,3,/,-2,1,2,/,-1
O=C(Nc1cccc(-n2cnnn2)c1)C1CCCN(C(=O)Cc2cccc(Cl)c2)C1 (stereo not drawn),-3,5,/,4,-3,-13,-0.2,-1
COc1ccccc1N/C(=N/S(=O)(=O)c1ccc(C)cc1)c1ccc(Cl)cc1,/,45,/,50,-3,6,/,3
NS(=O)(=O)c1ccc(CNC(=O)/C=C/c2cccc(Cl)c2)cc1,-2,1,-7,-12,0,4,/,-3
COc1ccc(NC(=O)Cn2ccc(C(F)(F)F)n2)cc1S(=O)(=O)N1CCOCC1,/,101*,/,-2,-1,-9,1.4,0
CC1CCCN(C(=O)CSc2nnc(-c3ccncc3)n2C)C1 (stereo not drawn),1,/,14,/,/,4,-0.7,/
CNCc1cc(Cl)cc(OC)c1OC(C)C,1,/,-1,/,/,0,-3.3,/
CCOC(=O)c1cccc(NC(=O)CCS(=O)(=O)c2ccc(Br)s2)c1,1,1,/,3,/,5,/,/
Oc1c(Cl)cc(Cl)cc1CNc1nccs1,2,-9,15,-7,-1,0,0.9,4
COc1cccc(S(=O)(=O)N[C@@H]2CC[C@H](CCn3cc(-c4ccccc4OC)nn3)O[C@H]2CO)c1,-1,4,-3,/,-2,2,-1.7,0
CCc1nc2ccccc2c(C(=O)OCc2nc3ccccc3c(=O)[nH]2)c1C,-18,-18,7,7,0,5,1.2,0
COc1ccc(OC2CCN(S(=O)(=O)c3cccc(F)c3)CC2)cc1,-4,-4,-48,6,-1,-16,-2.2,-4
CC(C)C[C@@H](CSc1ccccc1)N1CCN(CCc2ccccc2)CCC1=O,-25,13,/,-9,2,6,1.6,-1
O=C(Cc1cc(=O)oc2cc(O)ccc12)NCC1CCC(C(=O)O)CC1 (stereo not drawn),/,11,11,0,1,0,/,-4
COCCCn1c(SCC(=O)NNC(=O)c2cccc(O)c2)nnc1-c1ccncc1,-3,/,6,/,/,-3,-1.5,/
COC(=O)CSc1nnc(CNC(=O)c2ccccc2OC)n1C,8,-4,16,-3,-1,2,/,7
O=C(CCCCCN1C(=O)c2ccccc2C1=O)NCc1ccccn1,/,6,/,-35,-3,2,/,-5
Cc1cc(C(=O)Nc2cccc3c2O[C@@H](CN(C)S(=O)(=O)c2ccc(F)cc2)[C@@H](C)CN([C@@H](C)CO)C3=O)n(C)n1,/,/,18,9[16.7 µM],48,2,0.0,10
COc1ccc(C(=O)NNS(=O)(=O)c2ccccc2)cc1,-7,14,10,-4,0,-7,-3.2,12
CC(C)CC(=O)Nc1ccc(C(=O)Cn2nc(C(=O)O)c3ccccc3c2=O)cc1,/,/,/,-3,-2,6,/,-5
CC(C)=CC(=O)OCC(=O)Nc1ccc(Cl)cc1,9,0,/,-5,0,/,-3.0,-2
COc1ccccc1C(=O)NCCC(=O)N(C)Cc1ccc(C)o1,-3,-3,-1,-2,-2,2,-2.4,-3
O=C(OCC(=O)N1CCN(c2ccccc2)CC1)c1cccc([N+](=O)[O-])c1,-3,8,-6,/,-1,/,0.7,7
CSCCCNC(=S)N(C)CC(=O)Nc1ccc(C)cc1,/,14,2,0,1,/,0.7,-1
COc1ccccc1NC(=O)CSc1nc2nccnc2c(=O)n1Cc1cccs1,12,13,5,/,4,-3,2.2,1
Cc1ccccc1-c1nc(CS(=O)(=O)CC(=O)NC2CC2)c(C)o1,7,3,27,0,0,-6,0.3,-2
COC(=O)c1ccc(OC)c(CSc2nnc(COc3ccccc3)o2)c1,/,-2,-7,0,1,/,/,-2
Cc1cc(=O)oc2c(CN3CC(C)OC(C)C3)c(O)c(Cl)cc12 (stereo not drawn),-1,/,8,/,/,3,2.3,/
# Additional entries
SMILES,FN deposit inh,C2C12 statin,GSIS activator,miR-122 sensor,Cneo AK release,PGC1a acetyl inh,CFTR F508del cor,PglD inh
CC(=O)Oc1ccc(/C=C(\NC(=O)c2ccco2)C(=O)NCc2ccco2)cc1,3,3,-15,4,-1,/,-0.4,2
C[C@H](CO)N1C[C@H](C)[C@H](CN(C)CC2CC2)Oc2ccc(NC(=O)CCCN(C)C)cc2C1=O,/,-1,33,-7[16.7 µM],0,21,-2.0,-4
C1CCN(CCCNC2C3CC4CC(C3)CC2C4)C1 (stereo not drawn),-5,-7,40*,2,-1,6,/,-2
Cc1ccc(S(=O)(=O)N[C@H]2CC[C@H](CCNC(=O)C3CCCC3)O[C@@H]2CO)cc1,10,1,14,-16[16.7 µM],95*,2,0.5,4
COc1cc(CC(=O)NCc2cccs2)cc(OC)c1OC,/,/,/,-4,1,0,/,-2
c1ccc2c3c([nH]c2c1)CCNC3,1,2,15,-6,7,-3,2.8,1
O=C(C[C@H]1C[C@H]2c3cc(NS(=O)(=O)c4ccc(F)cc4)ccc3O[C@H]2[C@@H](CO)O1)NCc1ccccc1F,6,-1,-12,5[16.7 µM],-6,-21,2.7,2
COc1cc(C(=O)NCCOc2cccc(C)c2)c(Br)c(OC)c1OC,-2,-7,/,-4,3,-7,/,-3

# Not a hit list (roughly 2.1% active in at least one column).
